High-throughput results as filed in PubChem.
SW480 rerep – A quantitative high throughput screen for small molecules that induce DNA re-replication in SW480 colon adenocarcinoma cells | AID 624297, 2012 | 340,000 tested, 1.8% active | Potency, µM (series often up to 46.1 µM), inactives show top-dose re-replication activation, actives largely listed as activators | SW480 DNA re-replication, Hoechst DNA content imaging, 48 h; also: % of control where 0% means no effect; nearly all actives have a fitted effect of over 55% in size
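Quantitative HTS format with DMSO vehicle controls; 48 hr drug incubation at 37 C, then 40 min Hoechst staining and scanning imager measurement at 405 nm excitation.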
HT1080 IDH1KD tx – qHTS for induction of synthetic lethality in tumor cells producing 2HG: qHTS for the HT-1080-IDH1KD cell line. Potency, µM (highest dose often 46.1 µM), inactives show at the highest dose activity, negative = toxicity, actives largely listed as cytotoxic. AID 686971, 2013. HT-1080 IDH1 knockdown viability, ATP luminescence, 48 h. 360,000 tested, 2% active;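 also: 0% = DMSO wells and -100% = cell-free medium wells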
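HT-1080-IDH1KD cells (IDH1 knocked down), 750/well in RPMI with 5% FBS, treated with compound 48 h at 37 degrees C. Viability by CellTiter-Glo luminescence, normalised to DMSO and no-cell wells; concentration-response curves classed.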
TDP-43 yeast inh – qHTS of TDP-43 Inhibitors | Potency, µM (doses to about 46.1 µM), for the others: at the top dose growth rescue (activation), usual class: activators | 410,000 tested, 1.8% active | TDP-43 expressing yeast growth rescue, BacTiter-Glo, 24 h | AID 652104, 2013; also: % of control where 0% means no effect; nearly all actives have a fitted effect of over 50% in size
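In this qHTS, compounds that restore growth of yeast expressing TDP-43 appear as activators. Cells (OD600=0.02, galactose medium, raffinose-pregrown) are incubated with compound 24 hr at 30 deg C and growth is quantified by BacTiter-Glo.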
GLP1R inv ag – qHTS of GLP-1 Receptor Inverse Agonists (Inhibition Mode) | Potency, µM (highest dose often 38.3 µM), for the others: top-dose activity change, negative = inhibition, most hits filed as inhibitors | 410,000 tested, 1.6% active | HEK293 GLP-1R CRE-luciferase, luminescence, 24 h; GLP-1R form is constitutively active | AID 624417, 2012; also: % is scaled to controls: 0 for no effect and ±100 for the full control effect; nearly all actives have a fitted effect of over 55% in size
Target sequence (P43220 whole entry, looked up): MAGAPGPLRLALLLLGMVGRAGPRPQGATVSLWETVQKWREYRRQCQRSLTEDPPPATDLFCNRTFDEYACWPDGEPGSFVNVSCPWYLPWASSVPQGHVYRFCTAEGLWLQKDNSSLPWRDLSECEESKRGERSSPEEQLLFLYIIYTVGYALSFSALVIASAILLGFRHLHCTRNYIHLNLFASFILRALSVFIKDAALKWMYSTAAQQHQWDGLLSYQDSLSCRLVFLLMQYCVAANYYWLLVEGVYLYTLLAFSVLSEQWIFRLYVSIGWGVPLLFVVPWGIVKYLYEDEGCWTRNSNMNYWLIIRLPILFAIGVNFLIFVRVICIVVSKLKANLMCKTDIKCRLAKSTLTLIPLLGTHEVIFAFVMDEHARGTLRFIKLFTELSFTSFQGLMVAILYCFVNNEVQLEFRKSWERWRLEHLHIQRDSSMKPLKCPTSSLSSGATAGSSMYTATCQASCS
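Inverse agonists were sought by their lowering of basal cAMP reporter luciferase output in HEK293 cells stably carrying constitutively active human GLP-1R, after 24 h compound treatment.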
KB-3-1 tox – qHTS assay for MDR1-selective chemotherapeutics: Primary screen using the parental adenocarcinoma cell KB-3-1; Potency, µM (top dose mostly 46.1 µM), for inactives: at the top dose activity change, negative = cytotoxic, actives largely listed as cytotoxic; KB-3-1 viability, CellTiter-Glo ATP luminescence, 72 h; AID 1347075, 2019; 400,000 tested, 1.4% active; also: % is scaled to controls: 0 for no effect and ±100 for the full control effect; nearly all actives have a fitted effect of over 60% in size
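KB-3-1 cells, DMEM (no phenol red) + 10% FBS; compound by pin transfer, 72 h, 37 °C. Readout: CellTiter-Glo luminescence after 10 min. Data normalized, curve-fitted.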
GLP-1R agonist – qHTS of GLP-1 Receptor Agonists; 380,000 tested, 0.007% active; AID 624172, 2012; Glucagon-like peptide 1 receptor (Homo sapiens), P43220; HEK293 GLP-1R CRE-luciferase, luminescence, 4-6 h; cells express a hypersensitive GLP-1R form; Potency, µM (highest dose often 45.6 µM), for the others: at the highest dose activation, actives largely listed as activators; also: % of control where 0% means no effect
KB-V1 MDR tox – qHTS assay for MDR1-selective chemotherapeutics: Primary screen using the drug-selected MDR subline cells KB-V1. KB-V1 MDR cells viability, CellTiter-Glo, 72 h. Potency, µM (titrated, usually from 46.1 µM), for inactives: at the top dose activity change, negative = cytotoxicity, usual class: cytotoxic. 400,000 tested, 3.4% active; also: % is scaled to controls: 0 for no effect and ±100 for the full control effect; nearly all actives have a fitted effect of over 60% in size
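Readout: CellTiter-Glo luminescence, 10 min after addition. Cells: KB-V1 MDR subline, 72 h at 37 degrees C with compound. Analysis: corrected, normalized data fitted to concentration-effect curves.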
HT1080-NT tox – qHTS for induction of synthetic lethality in tumor cells producing 2HG: qHTS for the HT-1080-NT fibrosarcoma cell line. AID 686970, 2013. HT-1080-NT fibrosarcoma viability, CellTiter-Glo ATP luminescence, 48 h. Potency, µM (doses to about 46.1 µM), for the others: top-dose activity, negative = less viability, most hits filed as cytotoxic. 360,000 tested, 1.6% active;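 also: NT is the 2HG producing partner of a matched IDH1 knockdown line; 0% = DMSO-treated cells and -100% = media-only wells without cells; nearly all actives have a fitted effect of over 55% in size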
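HT-1080-NT; 750 cells/well; 5% FBS RPMI; 48 h compound, 37 degrees C; CellTiter-Glo luminescence; curve fitting and curve-class assignment.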
HEK293 tox – qHTS of GLP-1 Receptor Inverse Agonists: Cytotox Screen; HEK293 cAMP-luciferase reporter cells, luminescence, 24 h; Potency, µM (series often up to 38.3 µM), without a hit: top-dose activity change, negative = inhibition, most hits filed as inhibitors; 410,000 tested, 0.13% active; AID 624418, 2012;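 also: loss of luciferase light is scored as toxicity; % is scaled to controls: 0 for no effect and ±100 for the full control effect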
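Seeding density was 200 cells/uL; after overnight-length (12 h) culture, 23 nL compounds went on for 24 h at 37 °C. Readout used a luciferase detection reagent, luminescence taken after 12 min at room temperature.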
* marks the source's active call; other numbers are inactive results; ? = inconclusive; . = no result given; [ ] = dose if it differs, or a comment. Calls follow the shape of the dose curve; as a rule, active = well fitted curve in the direction sought with a large enough effect; inconclusive = small, poorly fitted or top-dose-only effect, or another doubt; inactive = no such curve, though single readings can be large; an effect the other way counts as inactive or inconclusive. Potency is read from the fitted curve at half-maximal effect. Compounds were not picked by outcome; overall some 9.4% were active at least once.

SMILES	SW480 rerep	HT1080 IDH1KD tx	TDP-43 yeast inh	GLP1R inv ag	KB-3-1 tox	GLP-1R agonist	KB-V1 MDR tox	HT1080-NT tox	HEK293 tox
CCOC(=O)C1CCCN(C(=O)c2cc(OC)ccc2Br)CC1 (configuration not stated)	.	20%	?	5%	0%	-1%	5%	29%	1%
COc1ccccc1C(=O)Nc1ccc2c3c(cccc13)CC2	14%	16%	13%	32%[activator]	0%	0%	-27%	10%	-5%
CCN(CC(=O)Nc1c(F)cccc1F)C(=O)c1cc2c(cc1Cl)N1CCCCCC1=NS2(=O)=O	-32%[inhibitor]	8%	25%	16%	2%	-16%	23%	14%	5%
COc1cc(CC(=O)NCCCc2ccccc2)cc(OC)c1OC	27%	8%	2%	7%	-10%	7%	?	2%	5%
CCOC(=O)c1[nH]nc(-c2c(O)cc(C)cc2O)c1-c1csc(C)n1	3%	24%	0%	1%	13%	-6%	22%	18%	-6%
COc1ccc(COC[B-](F)(F)F)cc1	.	1%	-18%	89%[activator]	-1%	?	0%	-4%	3%
O=C(Nc1ccc(OCCO)cc1)c1csc([C@@H]2O[C@H](CO)[C@H](O)[C@H](O)[C@H]2O)n1	.	2%	9%	24%	8%	-4%	1%	18%	4%
Cc1ccc(NC(=O)CS(=O)CC(=O)Nc2cccc(C)c2C)cc1F (configuration not stated)	-4%	0%	19%	-9%	2%	-10%	?	-11%	7%
CC(=O)c1ccc(OCc2cc(C(=O)NCC3CCCCO3)no2)cc1 (configuration not stated)	-3%	0%	17%	30%	3%	-4%	-4%	4%	-20%
O=C(COC(=O)C1c2ccccc2Oc2ccccc21)Nc1ccc2c(c1)OCO2	0%	15%	8%	-1%	?	-8%	8%	13%	-8%

Reformatted field by field: 2 of the compounds above.
mol: COc1ccc(COC[B-](F)(F)F)cc1
  SW480 rerep: .
  HT1080 IDH1KD tx: 1%
  TDP-43 yeast inh: -18%
  GLP1R inv ag: 89%[activator]
  KB-3-1 tox: -1%
  GLP-1R agonist: ?
  KB-V1 MDR tox: 0%
  HT1080-NT tox: -4%
  HEK293 tox: 3%
mol: O=C(Nc1ccc(OCCO)cc1)c1csc([C@@H]2O[C@H](CO)[C@H](O)[C@H](O)[C@H]2O)n1
  SW480 rerep: .
  HT1080 IDH1KD tx: 2%
  TDP-43 yeast inh: 9%
  GLP1R inv ag: 24%
  KB-3-1 tox: 8%
  GLP-1R agonist: -4%
  KB-V1 MDR tox: 1%
  HT1080-NT tox: 18%
  HEK293 tox: 4%

Going on with the list.
SMILES	SW480 rerep	HT1080 IDH1KD tx	TDP-43 yeast inh	GLP1R inv ag	KB-3-1 tox	GLP-1R agonist	KB-V1 MDR tox	HT1080-NT tox	HEK293 tox
CCn1c(=O)c(C(=O)NNC(=O)c2ccc(Cl)cc2Cl)c(O)c2ccccc21	?	4%	-44%[inhibitor]	14%	7%	2%	?	-6%	-1%
CC(C)CCN1CCC(n2nccc2NC(=O)C2CCOC2)CC1 (configuration not stated)	-3%	21%	-1%	-6%	0%	-1%	1%	9%	-12%
Cc1cn(C)c(CC(=O)N2CCN(c3cccc(C(F)(F)F)c3)CC2)c1C(=O)O	.	.	9%	-2%	-11%	.	-2%	.	-30%
Cc1ccc(C(=O)Nc2nnc(COCCO)s2)cc1	.	14%	10%	-3%	5%	-3%	-11%	18%	1%
CC(C)Oc1ccc(C(CCNCc2ccc(O)cc2)c2ccccc2)cc1 (configuration not stated)	18%	?	10%	?	?	-2%	18µM*	?	?
COc1ccc(C2CC(=O)c3cc(-c4nc(-c5cccc([N+](=O)[O-])c5)cs4)c(=O)n(-c4ccccc4C)c3C2)cc1 (configuration not stated)	.	.	2%	5%	0%	-2%	?	.	4%
CC(C)OCCCn1c(=S)[nH]c2ccc(N3CCOCC3)cc2c1=O	3%	2%	5%	19%	?	7%	6.5µM*	-1%	45%[activator]
Cc1cc2n(n1)SC(Nc1ccccc1)N2 (configuration not stated)	-3%[9.22 µM]	17%	-10%	33%[activator]	14%	-1%	17%	22%	-21%
COc1ccc(N2CCN(S(=O)(=O)c3cc4c5c(c3)C(C)C(=O)N5CCC4)CC2)cc1 (configuration not stated)	-13%	0%	-5%	18%	3%	3%	1%	5%	7%
CCOc1ccccc1C1CC(=O)Nc2cc3c(cc21)OCCO3 (configuration not stated)	2.9µM*	4.1µM*	-18%	-24%	0.46µM*	26%	?	?	-49%
COc1nc(C)cc(C)c1S(=O)(=O)c1ccc(Cl)cc1	4%	1%	0%	?	-7%	4%	-26%	-1%	-5%
O=C(O)c1ccccc1-c1ccccc1C(=O)Nc1ccc(-c2nc3cc(Cl)ccc3o2)cc1	22%	-26%	17%	?	4%	3%	18%	-1%	5%
Cc1ccc(S(=O)(=O)/N=C/c2ccc(N(C)C)cc2)cc1	-15%	-3%	-16%	7%	-3%	0%	6%	-4%	-6%
O=C(C1CCCO1)N1CCC(O)(c2ccccc2)CC1 (configuration not stated)	-7%	9%	-3%	0%	-8%	1%	5%	6%	12%
COc1n[nH]c(C(=O)Nc2nc3ccccc3s2)c1[N+](=O)[O-]	1%	-5%	-47%[inhibitor]	12%	-4%	1%	-5%	1%	-2%
CC(=O)Nc1cccc(OCCCNC(=O)C2CCC2)c1	-2%	4%	-4%[1.82 µM]	26%	5%	19%	-3%	3%	4%
CC(C)N(C(=O)Cn1c(SCC(=O)N2CCN(c3ccccc3)CC2)nc2ccccc21)C(C)C	-5%	13%	-15%	4%	-6%	-1%	-7%	20%	4%
C=CCn1c(SCC(=O)c2ccc(O)c(O)c2)nnc1-c1ccc(OC)cc1	?	-2%	7%	?	0%	1%	0%	1%	-29%
CCCCOc1ccccc1Cn1c(=O)oc2ccccc21	-5%	1%	2%	5.6µM*	10%	-9%	11%	4%	-9%
O=C(NN=C1CCC(=NNC(=O)c2cccnc2)CC1)c1cccnc1	-41%	?	15%	?	1%	-6%	?	?	-27%
Cc1nc2nc(SCC(=O)N3CCOCC3)nn2c(C)c1Cc1c(F)cccc1Cl	0%	1%	-2%	?	-2%	4%	-10%	-1%	9%
O=C(Nc1cccc(Cl)c1)Nc1ccc(Cl)cn1	1%	11%	11%	9%	21%	-10%	5%	22%	-9%
Cc1ccc2[nH]c3c(=O)n(CC(=O)N4CCN(c5cccc(C(F)(F)F)c5)CC4)ncc3c2c1	.	.	15%	3%	3%	.	11%	.	3%
CCC(C)NC(=O)CC1Oc2ccc(C)cc2NC1=O (configuration not stated)	2%	5%	4%	-5%	-2%	3%	-1%	9%	1%
CN1CCN(C(=O)c2cnn(-c3ccccc3)c2NC(=O)c2ccc([N+](=O)[O-])cc2)CC1	-5%	-2%	-3%	0%	11%	7%	61%	7%	1%
O=C(NCc1ccccc1Cl)c1cccn1-c1nnc(N2CCCCC2)s1	.	.	26%	-14%	-3%	.	7%	.	-2%
Cn1c(SCC(=O)Nc2ccc3[nH]c(=O)[nH]c3c2)nnc1-c1ccc(F)cc1	-1%	18%	-5%	-8%	5%	3%	-9%	15%	-9%
COc1ccc(NC(=O)C(=O)c2cn(CC(=O)N3CCCC3)c3ccccc23)c(OC)c1	3%	13%	-5%	11%	9%	-5%	-5%	0%	8%
O=C(CC12CC3CC(CC(C3)C1)C2)NCC(=O)N1CCc2ccccc2C1	-9%	12%	6%	?	2%	-12%	1%	11%	-2%
COc1ccccc1CNC(=O)/C=C/C(=O)O	-13%	10%	-13%	9%	-12%	-4%	-1%	18%	-6%
Cc1cccc(C(C(=O)NCc2ccc(F)cc2)N(C(=O)c2csnn2)C2CC2)c1 (configuration not stated)	14%	4%	-12%	-17%	11%	8%	-4%	-3%	1%
C=C(C)C1CCC(C)=C1COC(=O)Nc1ccccc1 (configuration not stated)	-1%	3%	?	8.9µM*	-4%	-4%	?	14%	8%
Cn1c(=O)c2c(nc(Oc3ccc4c(c3)OCO4)n2Cc2ccc(Cl)cc2)n(C)c1=O	1%[9.22 µM]	1%	-12%	3%	-3%	-4%	0%	-1%	19%
CC1CCN(c2ccc([N+](=O)[O-])cc2C(=O)O)CC1	-8%	-6%	-13%	5%	-8%	0%	-1%	-6%	?
CCC(c1nnnn1C1CCCC1)N1CCN(c2ccccc2F)CC1 (configuration not stated)	-4%	-4%[9.24 µM]	2%	?	-2%	-10%	?	-4%	-13%
COc1ccc(-c2nnc(SCC(=O)c3ccc[nH]3)n2-c2ccccc2)cc1	-2%	27%	-8%	10%	0%	0%	0%	19%	-17%
O=c1c(O)c(-c2cccs2)oc2ccc(Cl)cc12	-1%	-13%	-25%	?	0%	-4%	?	-11%	.
Cn1c(SCC(=O)N/N=C/C=C\c2ccco2)nc2ccccc21	2%	0%	11%	33%[activator]	-5%	-3%	0%	12%	-21%
CCN(CC)CCN(C(=O)c1ccc([N+](=O)[O-])cc1)c1nc2c(OC)cccc2s1	-14%	-5%	6%	-3%	0%	-6%	32%	1%	3%
CN1NC(c2ccccc2)NN(C)C1=O	.	15%	8%	10%	0%	6%	0%	-1%	1%
O=C(Cn1nc(Cl)nc1Cl)Nc1ccccc1	-4%	14%	-2%	-12%	6%	-10%	23%	9%	-6%
COC(=O)c1ccncc1C(=O)Nc1ccc(OC)cc1	4%	-1%	-2%[9.22 µM]	10%[7.66 µM]	0%	8%	5%	-5%	20%[7.66 µM]
CCOC(=O)C1=C(N)Oc2cc(C)n(C)c(=O)c2C1c1ccncc1 (configuration not stated)	-2%	-4%	-9%	13%	18%	-1%	-13%	-1%	6%
